Screens: PubChem, National Center for Advancing Translational Sciences (NCATS)
KB-V1 MDR tox – qHTS assay for MDR1-selective chemotherapeutics: Primary screen using the drug-selected MDR subline cells KB-V1. Potency, µM (highest dose often 46.1 µM), for the others: top-dose activity change, negative = cytotoxicity, actives largely listed as cytotoxic. actives 3.4% (n = 400,000). KB-V1 MDR cells viability, CellTiter-Glo, 72 h; note: potency is the fitted concentration of half-maximal effect; % is set by controls: 0 for no effect and ±100 for the full control effect; nearly all actives have a fitted effect of over 60% in size
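Drug-selected KB-V1 cells, grown in DMEM lacking phenol red with 10% FBS, receive compound titrations; after three days at 37 degrees C, surviving cell ATP is quantified by CellTiter-Glo luminescence and responses normalized and curve-fitted.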
GLP1R ag – qHTS of GLP-1 Receptor Agonists | HEK293 GLP-1R CRE-luciferase, luminescence, 4-6 h; cells express a hypersensitive GLP-1R form | Potency, µM (titrated, usually from 45.6 µM), without a hit: top-dose activation, most hits filed as activators | actives 0.007% (n = 380,000) | AID 624172, 2012; note: potency is the fitted concentration of half-maximal effect; % of control where 0% means no effect
Target sequence (P43220 whole entry, looked up): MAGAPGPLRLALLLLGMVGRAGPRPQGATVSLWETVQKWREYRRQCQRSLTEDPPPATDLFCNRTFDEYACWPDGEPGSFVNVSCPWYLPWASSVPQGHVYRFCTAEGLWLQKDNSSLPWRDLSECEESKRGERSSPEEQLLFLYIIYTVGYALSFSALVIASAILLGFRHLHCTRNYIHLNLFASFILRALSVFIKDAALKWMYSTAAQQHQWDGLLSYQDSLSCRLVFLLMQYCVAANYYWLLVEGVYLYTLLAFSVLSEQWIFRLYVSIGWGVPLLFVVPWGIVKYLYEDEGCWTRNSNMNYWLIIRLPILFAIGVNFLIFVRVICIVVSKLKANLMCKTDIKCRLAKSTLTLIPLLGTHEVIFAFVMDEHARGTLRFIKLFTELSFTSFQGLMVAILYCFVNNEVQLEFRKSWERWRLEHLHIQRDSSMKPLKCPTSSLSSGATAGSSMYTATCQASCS
GLP-1R inv ag – qHTS of GLP-1 Receptor Inverse Agonists (Inhibition Mode); HEK293 GLP-1R CRE-luciferase, luminescence, 24 h; GLP-1R form is constitutively active; actives 1.6% (n = 410,000); Potency, µM (doses to about 38.3 µM), inactives show at the highest dose activity change, negative = inhibition, hits mostly inhibitors; Glucagon-like peptide 1 receptor (Homo sapiens), P43220; AID 624417, 2012; note: potency is the fitted concentration of half-maximal effect; % is set by controls: 0 for no effect and ±100 for the full control effect; nearly all actives have a fitted effect of over 55% in size
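Inverse agonism was detected as reduced cAMP-driven luciferase luminescence after 24 h compound treatment. The cells were HEK293 clones expressing constitutively active human GLP-1R with the reporter. Reporter-only and GPR119 cell lines served as counterscreen controls.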
TDP43 rescue – qHTS of TDP-43 Inhibitors; TDP-43 expressing yeast growth rescue, BacTiter-Glo, 24 h; Potency, µM (series often up to 46.1 µM), inactives show at the top dose growth rescue (activation), hits mostly activators; actives 1.8% (n = 410,000); note: potency is the fitted concentration of half-maximal effect; % of control where 0% means no effect; nearly all actives have a fitted effect of over 50% in size
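Growth rescue of TDP-43-toxic yeast measured as ATP luminescence (BacTiter-Glo). Cells grown to mid-log in raffinose, induced in galactose at OD600=0.02, exposed to compound 24 hr at 30 deg C.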
D3 ag – qHTS of D3 Dopamine Receptor Agonist: qHTS. D(3) dopamine receptor (Homo sapiens), P35462. D3R DiscoveRx beta-arrestin cells, luminescence, 90 min. max activation, %. actives 0.58% (n = 410,000). AID 652048, 2013; in the data active = max activation above about 30%; note: 0% is about no effect; mostly tested at two doses, the higher about 12 µM
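Agonist-mode cell screen: cells plated at 1500/well and incubated overnight at 37 °C, then exposed to library compounds for 90 min at 37 °C. Detection reagent was added for 30–60 min at room temperature, and luminescence was read.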
PTHR1 agonist – qHTS for PTHR1 Agonists: Primary Screen; actives 0.075% (n = 410,000); HEK293 GP2 PTHR1 cells, GloSensor cAMP luminescence, 1 h; Parathyroid hormone/parathyroid hormone-related peptide receptor (Homo sapiens), Q03431; Potency, µM (doses to about 115 µM), for inactives: at the highest dose activation, most hits filed as activators; note: potency is the fitted concentration of half-maximal effect; nearly all actives have a fitted effect of over 55% in size; some results filed as inactive show a strong effect at the top dose; inactives centre near -15; many of its hits are not listed in these tables
Target sequence (Q03431 whole entry, looked up): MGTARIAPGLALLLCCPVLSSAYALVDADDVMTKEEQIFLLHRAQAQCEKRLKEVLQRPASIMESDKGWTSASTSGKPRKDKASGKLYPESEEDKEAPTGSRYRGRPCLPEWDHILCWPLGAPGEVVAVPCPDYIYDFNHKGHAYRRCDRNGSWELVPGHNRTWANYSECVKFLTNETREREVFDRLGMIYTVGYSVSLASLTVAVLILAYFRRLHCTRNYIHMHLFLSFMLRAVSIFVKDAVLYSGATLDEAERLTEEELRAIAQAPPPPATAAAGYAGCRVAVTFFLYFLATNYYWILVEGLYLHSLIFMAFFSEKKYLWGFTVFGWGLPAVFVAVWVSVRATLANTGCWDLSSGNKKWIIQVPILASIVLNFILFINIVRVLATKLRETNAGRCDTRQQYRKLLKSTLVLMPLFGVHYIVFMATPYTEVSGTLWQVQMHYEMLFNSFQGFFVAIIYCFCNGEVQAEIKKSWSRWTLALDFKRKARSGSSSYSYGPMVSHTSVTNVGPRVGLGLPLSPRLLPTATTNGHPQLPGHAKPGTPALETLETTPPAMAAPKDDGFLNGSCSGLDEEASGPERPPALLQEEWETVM
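HEK-293-derived GP2 cells expressing PTHR1 and a GloSensor cAMP reporter, 3,000/well, plated overnight, given luciferin plus IBMX (each 0.5 mM as added) for 1 h at 37 °C, then compound for 1 h at 37 °C. Luminescence was read after 15 min at room temperature.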
HEK293 tox – qHTS of GLP-1 Receptor Inverse Agonists: Cytotox Screen; actives 0.13% (n = 410,000); HEK293 cAMP-luciferase reporter cells, luminescence, 24 h; Potency, µM (top dose mostly 38.3 µM), for the others: at the highest dose activity change, negative = inhibition, actives largely listed as inhibitors;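 note: loss of luciferase light is scored as toxicity; potency is the fitted concentration of half-maximal effect; % is set by controls: 0 for no effect and ±100 for the full control effect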
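Quantitative HTS format, 1536 wells, 200 cells/uL seeded. Compounds: 23 nL, 24 h, 37 °C. Detection: luciferase reagent, luminescence at 12 min RT; decreased signal taken as cytotoxic.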
aSyn yeast inh – qHTS of alpha-syn Inhibitors; Yeast expressing alpha-synuclein, growth rescue, BacTiter-Glo, 24 h; Potency, µM (doses to about 46.1 µM), without a hit: at the top dose growth rescue (activation), most hits filed as activators; actives 0.14% (n = 370,000); note: potency is the fitted concentration of half-maximal effect; % of control where 0% means no effect; nearly all actives have a fitted effect of over 65% in size
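Screening used galactose-induced yeast with toxic alpha-synuclein levels, exposed to compound for 24 hr at 30 deg C. Cell growth, read with BacTiter-Glo luminescence, gave the measured signal.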
D3 antag – qHTS of D3 Dopamine Receptor Antagonist: qHTS; D3R cells, DiscoveRx beta-arrestin luminescence, antagonist mode; stronger effect = lower value; max response, negative = inhibition, %; actives 2.5% (n = 360,000); D(3) dopamine receptor (Homo sapiens), P35462; in the data active = max response below about -50%; inconclusive = no clear call, values can overlap the other calls; note: % is set by controls: 0 for no effect and ±100 for the full control effect; mostly tested at two doses, the higher about 12 µM
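Cells expressing the human receptor were seeded at 1500 cells/well, incubated overnight at 37 degrees C in 5% CO2, then exposed to library compounds with dopamine controls for 90 minutes at 37 degrees C before luminescent detection.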
Starred values were filed as active, the others as inactive; i = inactive; ? = inconclusive; . = not tested or not shown; [ ] = dose if it differs, or a comment. Unless noted, calls come from the whole dose curve; as a rule, active = well fitted curve in the direction sought with a large enough effect; inconclusive = small, poorly fitted or top-dose-only effect, or another doubt; inactive = no such curve, though single readings can be large; an effect the other way counts as inactive or inconclusive. Not all compounds are listed; the hit share may differ from the screen's.

SMILES | KB-V1 MDR tox | GLP1R ag | GLP-1R inv ag | TDP43 rescue | D3 ag | PTHR1 agonist | HEK293 tox | aSyn yeast inh | D3 antag
O=C(C1=C(O)C(=O)N(Cc2ccccc2)C1c1cccnc1)c1ccco1 (stereo not given) | 5% | -2% | 2% | 15% | 3 | -1% | 6% | -1% | 2
CCN(CC)CCNC(=O)c1cn(CC)c2cc(N3CCN(C)CC3)c(F)cc2c1=O | 8% | 0% | -22% | -10% | -5 | i | -2% | -4% | 0
O=C(CSC(=S)N1CCSCC1)c1ccccc1 | -16% | -1% | ? | -1% | -8 | -31%[inhibitor] | 0% | 6% | -5
CCc1cccc2c(C(=O)CCl)c[nH]c12 | 3% | 6% | -6% | -11%[0.397 µM] | 12 | -17% | -25% | -24% | -11
COc1ccc(CCNC(=O)c2c(O)nc3c(C)cccn3c2=O)cc1 | ? | . | ? | -55%[inhibitor] | -9 | -6% | 3% | . | .
Cc1ccc(C(=O)N2CCN(C3c4cccc5cccc(c45)C3NS(=O)(=O)c3ccccc3)CC2)cc1 (stereo not given) | -6% | -14% | ? | 4% | -4 | -1%[57.5 µM] | -11% | 1% | -8
COc1ccc(Cl)cc1C(=O)CSc1nnnn1C1CCCCC1 | ? | ? | ? | 21% | -5 | -12% | 0% | 11% | -5
CCCCn1c(SCc2nc3ccccc3s2)nc2cc(S(N)(=O)=O)ccc21 | -1% | 15% | 27% | -24% | 11 | -40%[inhibitor] | 9% | -4% | 41
CCOC(=O)C1=C(N)Oc2cc(O)ccc2C1c1ccc(C)cc1 (stereo not given) | ? | -3% | ? | -12% | -7 | i | ? | -1% | -17
C#CCOC(=O)c1ccccc1C(=O)OCC#C | 6% | -7% | -2% | 19% | 7 | -23%[57.5 µM] | 1% | -13% | -10
CCn1c2ccccc2c2nnc(SCC(=O)NC3CCS(=O)(=O)C3)nc21 (stereo not given) | 5% | -5% | 14% | 13% | -1 | i | -8% | 6% | 0
CCOc1ccc(N(CC(=O)NCC2CCCO2)S(=O)(=O)c2ccc(SC)cc2)cc1 (stereo not given) | 0% | 6% | 0% | -16% | -10 | i | -2% | 0% | 7
NC(=O)NC(c1ccccc1)c1ccccc1 | -6% | -2% | 5% | -17% | 13 | i | -5% | -8% | -9
CC(NC(=O)COc1ccccc1)C(=O)NC1=NCCS1 (stereo not given) | -12% | -5% | 6% | -24% | -24 | i | 10% | -1% | 7
O=C(Cc1cccc2ccccc12)NCC(=O)N1CCN(Cc2cccc(C(F)(F)F)c2)CC1 | -20% | 2% | 10µM* | -1% | -1 | -50%[inhibitor] | -3% | 3% | -7
CCOc1ccc(OCC(=O)OC(C)C(=O)NC2CCCCC2C)cc1 (stereo not given) | 1% | 25% | -5% | 0% | 6 | i | -18% | -1% | 21
Cc1ccc(Nc2ncnc3sc(C)c(C)c23)cc1C | -23% | 5% | -5% | 6% | -7 | -7%[57.5 µM] | -15% | -5% | -3
CCCn1cc(SCC(=O)Nc2cc(C)on2)c2ccccc21 | -27% | 4% | -11% | ? | -22 | -12% | 19% | 2% | -20
CC(C)N(Cc1ccccc1)C(=O)COC(=O)c1cnc(Cl)c(Cl)c1 | . | -19% | -15% | 17% | -18 | -40%[inhibitor] | 2% | 16% | 2
CC(C)=CCC(C)(C)C1OCCN1C(=O)c1ccccc1 (stereo not given) | -1% | -2% | -20% | -16% | 6 | i | -4% | 1% | 2
CN1CCN(Cc2c(O)ccc3c(-c4ccccc4)cc(=O)oc23)CC1 | -19% | -15% | 0% | -17% | -10 | -17%[57.5 µM] | 32% | 1% | -16
CC(C)Cn1c(N)c(C(=O)CSc2ccccc2)c(=O)n(C)c1=O | ? | -1% | 2% | 23% | 14 | -39%[inhibitor] | -6% | 1% | 82
NC(=S)Nc1cccc(F)c1 | 0% | 1% | 23% | -1% | -18 | i | 8% | -3% | -15
CCC(C(=O)NCCCN1CCOCC1)n1c2ccccc2c2nc(=O)cc(C)n21 (stereo not given) | 14% | 0% | 20% | 4% | 1 | -28% | -4% | -5% | -3
O=C(O)C1=C[C@H](c2ccc(F)cc2)C[C@H](OCc2ccc(CO)cc2)O1 | 14% | -1% | 14% | 11% | 7 | 15% | -6% | 0% | 17
COC(=O)CC1C(=O)NC2CCCCC2N1C(=O)CCl (stereo not given) | -18% | 8% | -34% | -3%[1.82 µM] | 6 | i | -6% | 0% | 25
Cc1cc(C)nc(-n2nc(C)cc2NC(=O)CN2CCCC(C)C2)n1 (stereo not given) | 1% | 25% | -1% | -20% | -8 | 3% | -1% | -4% | -23
COc1ccc(C(=O)/C=C/c2ccc(O)cc2)c2c1CC(O)C(C)(C)O2 (stereo not given) | ? | -5% | -19% | -15% | -25 | -29% | -4% | 10% | -16
CN(Cc1ccco1)C(=O)c1cccc(S(=O)(=O)N2CCN(Cc3ccccc3)CC2)c1 | -2% | -6% | -25% | 15% | 2 | -3% | -3% | 0% | 19
O=C(/C=C/c1c(Cl)cccc1Cl)NCCc1ccccc1 | 13% | -2% | 0% | 14% | 1 | i | 10% | 0% | -13
O=c1cc(CN2CCN(c3ccc(Cl)c(Cl)c3)CC2)c2c(ccc3ccccc32)o1 | 0% | -3% | 13% | 24% | 0 | -15% | 5% | 13% | 0
CCCCOC(=O)c1ccc(NS(=O)(=O)c2cc(-c3nnnn3CC)ccc2OC)cc1 | 17% | -1% | 4% | -3% | 1 | i | -2% | -1% | 4
O=C(CN1CCN(S(=O)(=O)c2ccc(Br)cc2)CC1)Nc1ccc2c(c1)OCO2 | -17% | -1% | ? | -3% | -18 | ? | -29% | 19% | -16
CCC1CCCCN1C(=O)CCn1c(=O)oc2ccccc21 (stereo not given) | 13% | -5% | 2% | 21% | 7 | -7% | 2% | 4% | 15
O=C(c1cccs1)N1CCCc2cc(NS(=O)(=O)c3cc(F)ccc3F)ccc21 | 2% | . | -3% | 0%[9.22 µM] | -3 | -23% | 13% | . | .
OCCN=c1cc(-c2ccccc2)oc2ccc(Cl)cc12 | 16µM* | 0% | ? | ? | -1 | i | 9% | -3% | -14
CCC1=C(OC(=O)N(CC)CC)N2C(=O)OC(=NCC3CC3)[C@]2(Cc2ccccc2)[C@H]2C1=CC[C@H]1C(=O)N(CC)C(=O)[C@H]12 | -20% | -2% | ? | 16% | -21 | 18% | -3% | 13% | -27
Cc1cccc(C)c1NC(=O)CN(C)S(=O)(=O)c1ccc2[nH]c3c(c2c1)CCCC3 | ? | . | ? | -6% | -2 | -46%[inhibitor] | -22% | . | .
CCCOc1ccccc1-c1nc(SCC(=O)c2ccccc2)n[nH]1 | -7% | . | -24% | -2% | -16 | -20% | 7% | . | .
CCn1c(C)nc2cc(C(=O)NNC(=O)Nc3cccc(Cl)c3)ccc21 | 10% | -1% | 34%[activator] | 3% | -7 | i | 0% | 1% | -16
COc1ccc(C(=O)N=c2sccn2C)cc1 | 14% | 4% | 8% | 17% | -1 | -9% | -13% | -6% | -12
CCN(CC)S(=O)(=O)c1ccc(-c2nnc(SCc3nnc(-c4ccccc4)o3)o2)cc1 | 0% | 0% | 0% | -16% | 8 | i | 2% | -3% | 11
Cc1ccc(S(=O)(=O)N/N=C2/CC(=O)CC(C)(C)C2)cc1[N+](=O)[O-] | 10% | -1% | 2% | -13% | 2 | -2% | -2% | 11% | 7
COc1cccc(-c2nc(CS(=O)(=O)CC(=O)NCCC(C)C)c(C)o2)c1 | -18% | 2% | -15% | 7% | -7 | -13% | -1% | 12% | -6
COc1ccc(OC)c(C2=NOC(C(=O)Nc3cc(C)nn3-c3ccccc3)C2)c1 (stereo not given) | -12% | 12% | 12% | 11% | 4 | -19% | 7% | -4% | -18
CC(=O)NCCn1c(SCC(=O)NCC2CCCO2)nc2ccccc2c1=O (stereo not given) | -1% | -15% | 0% | 1% | -15 | 4%[57.5 µM] | 1% | -17% | -25
Cc1ccc2nc(-c3ccc(NS(=O)(=O)c4c(C)n(C)c(=O)n(C)c4=O)cc3)sc2c1 | ? | -1% | -13% | 16% | -1 | -18% | 20% | -3% | 12
O=C1[C@@H](Oc2ccccc2)[C@@H](c2cccnc2)N1c1ccccc1 | 0% | 3% | ? | 9% | 10 | -5% | -18% | -4% | 19
CCN(c1ccccc1)S(=O)(=O)c1cc2c(cc1C)NC(=O)CO2 | -8% | -9% | -1% | 2% | -4 | i | -17% | 14% | -1
COc1ccc(NC(=O)CSc2nccn2Cc2ccccc2)cc1 | . | 5% | -24% | -28% | -27 | i | -4% | 2% | -17

Some of these compounds in order of heavy-atom count, falling:
SMILES | KB-V1 MDR tox | GLP1R ag | GLP-1R inv ag | TDP43 rescue | D3 ag | PTHR1 agonist | HEK293 tox | aSyn yeast inh | D3 antag
Cc1ccc(C(=O)N2CCN(C3c4cccc5cccc(c45)C3NS(=O)(=O)c3ccccc3)CC2)cc1 (stereo not given) | -6% | -14% | ? | 4% | -4 | -1%[57.5 µM] | -11% | 1% | -8
CN(Cc1ccco1)C(=O)c1cccc(S(=O)(=O)N2CCN(Cc3ccccc3)CC2)c1 | -2% | -6% | -25% | 15% | 2 | -3% | -3% | 0% | 19
CC(C)N(Cc1ccccc1)C(=O)COC(=O)c1cnc(Cl)c(Cl)c1 | . | -19% | -15% | 17% | -18 | -40%[inhibitor] | 2% | 16% | 2
Cc1ccc(Nc2ncnc3sc(C)c(C)c23)cc1C | -23% | 5% | -5% | 6% | -7 | -7%[57.5 µM] | -15% | -5% | -3
